Assay outcomes deposited in PubChem BioAssay by several laboratories.
FXIIa inh mix: human factor XIIa inhibitors, primary screen, biochemical, pooled compound mixtures, fluorogenic substrate; Coagulation factor XII (Homo sapiens), P00748; purified FXIIa; inhibition, % at 5 µM; 62,000 tested, 0.2% active; AID 684, 2007;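 further: 0% = enzyme without compound and 100% = no enzyme blank; some results filed as inactive read as strong as hits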
Target sequence (P00748 20-372 limits assumed): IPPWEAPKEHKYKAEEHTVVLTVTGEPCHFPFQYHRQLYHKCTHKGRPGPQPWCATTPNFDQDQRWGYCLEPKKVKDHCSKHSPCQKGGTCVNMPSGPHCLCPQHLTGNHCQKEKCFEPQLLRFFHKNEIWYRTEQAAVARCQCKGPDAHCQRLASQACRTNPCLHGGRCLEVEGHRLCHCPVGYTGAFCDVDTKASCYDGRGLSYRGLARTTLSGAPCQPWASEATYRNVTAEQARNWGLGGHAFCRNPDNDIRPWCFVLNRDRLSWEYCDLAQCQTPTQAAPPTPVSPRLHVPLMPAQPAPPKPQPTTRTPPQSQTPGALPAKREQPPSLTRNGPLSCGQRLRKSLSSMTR
Target sequence (P00748 373-615 limits assumed): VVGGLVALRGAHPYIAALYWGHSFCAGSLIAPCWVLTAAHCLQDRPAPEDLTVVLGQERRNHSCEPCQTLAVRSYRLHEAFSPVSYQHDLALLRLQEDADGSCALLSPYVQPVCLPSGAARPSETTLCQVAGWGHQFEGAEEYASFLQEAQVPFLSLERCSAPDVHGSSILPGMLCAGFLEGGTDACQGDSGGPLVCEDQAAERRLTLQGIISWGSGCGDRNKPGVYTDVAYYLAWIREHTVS
FXIa inh mix: FXIa protease inhibitors in compound pools, primary screen, biochemical, 10-compound mixtures; purified FXIa, fluorogenic substrate, pooled mixtures; inhibition, % at 5 µM; 62,000 tested, 0.19% active; AID 680, 2007;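 further: each value is inhibition by a whole ten-compound pool holding the compound; 0% = enzyme with no mixture and 100% = wells lacking enzyme; strong numbers were not always called active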
DUSP1 inh: MKP-1 phosphatase inhibitors, primary screen, biochemical, in vitro; Dual specificity protein phosphatase 1 (Homo sapiens), P28562; recombinant MKP-1, OMFP hydrolysis fluorescence; inhibition, %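 (compounds tested at a single concentration somewhere between 10 and 100 µM)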; 65,000 tested, 0.15% active; AID 374, 2006;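 active means inhibition above about 50%, limit read from the data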;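 further: 0% = DMSO max control wells and 100% = wells with enzyme stopped by NaOH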
Target sequence (P28562 whole entry, looked up): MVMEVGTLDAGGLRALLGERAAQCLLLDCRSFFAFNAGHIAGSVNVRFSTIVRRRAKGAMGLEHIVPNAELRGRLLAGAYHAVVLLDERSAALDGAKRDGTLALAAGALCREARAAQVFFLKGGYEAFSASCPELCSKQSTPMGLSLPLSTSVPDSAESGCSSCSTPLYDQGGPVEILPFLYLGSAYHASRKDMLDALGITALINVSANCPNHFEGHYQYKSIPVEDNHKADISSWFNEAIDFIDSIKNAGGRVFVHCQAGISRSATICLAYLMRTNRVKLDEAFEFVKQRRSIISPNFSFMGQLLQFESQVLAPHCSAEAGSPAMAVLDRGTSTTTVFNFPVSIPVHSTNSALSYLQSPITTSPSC
JNK3 inh: JNK3 kinase activity inhibitors, primary screen, biochemical, human, purified enzyme; Mitogen-activated protein kinase 10 (Homo sapiens), P53779; HTS; inhibition, % at 8 µM; 60,000 tested, 0.61% active; in the data active means inhibition above about 17%;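 further: 0% = DMSO and 100% = reference inhibitor; many of its hits are not listed in these tables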
Hsp90 block: tumor Hsp90 inhibitors, primary screen, cell lysate, fluorescence polarization, NCI-N417 lysate; Cy3B-geldanamycin FP displacement; inhibition, % at 30 µM; 64,000 tested, 0.35% active;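 active means inhibition above 50%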;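 further: 0% = tracer plus lysate wells and 100% = tracer alone without lysate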
Abs 340nm: compound light absorbance at 340 nm, profiling panel, artefact control, biochemical, MLSMR library, data from PS, PMK, MK assays; compound absorbance at 340 nm, fold over control; fold change at 10 µM; 65,000 tested, under 10 active; AID 708, 2007;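 active means at 10 µM dose, initial 340 nm absorbance at least 2 fold that of control wells; inactive means change under 2 fold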;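 further: initial absorbance extrapolated from kinetic A340 decline of NADH oxidation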
Cdc25B block: inhibitors of Cdc25B phosphatase catalytic domain, primary screen, biochemical, OMFP fluorescence | M-phase inducer phosphatase 2 (Homo sapiens), P30305 | recombinant Cdc25B, OMFP fluorescence Ex485/Em525 | inhibition, %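 (compounds tested at 10 µM final in the well)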 | 65,000 tested, 0.1% active | AID 368, 2006; in the data active means inhibition above about 50%
MMP-13 inhibitor: human MMP13 inhibitors, primary screen, biochemical, FRET peptide cleavage | Collagenase 3 (Homo sapiens), P45452 | MMP-13 fTHP FRET cleavage, Mca fluorescence | inhibition, % at 4 µM | 65,000 tested, 0.07% active;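 active means inhibition above the mean of compound-free control plate wells plus 3 SD, cut at about 14% in these data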;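 further: 0% = DMSO wells and 100% = wells with reference MMP-13 inhibitor after basal subtraction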
AP complement: alternative complement pathway inhibitors, primary screen, biochemical, ELISA, human serum, orthogonally pooled compounds; LPS-coated ELISA, C3 deposition; tested in compound mixtures; inhibition, % at 5 µM; 62,000 tested, 0.08% active; AID 1235, 2008;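 active means inhibition above 30% in each of the two pooled mixtures holding the compound, so the lower value exceeds 30%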;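 further: 0% = serum in Mg-EGTA without compound and 100% = EDTA serum blank; some compounds past the cut are filed as inactive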
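Assay system: Human serum alternative complement pathway, C3 deposition on LPS-coated wells | Incubation: 1 h serum-compound exposure at 37 °C | Doses: 5 µM per compound in ten-compound mixtures | Read-out: Percent inhibition | Technique: ELISA with HRP anti-human C3 antibody, TMB substrate, absorbance 450 nm | Replication: Two pool placements per compound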
Active calls of the source: *; . = not tested or not shown; [ ] = remark or other dose. Unless noted, no stated cut-off is given here; in the data, active means inhibition above about 20% (passing the limit was not always enough); inactive means the rest.

SMILES	FXIIa inh mix	FXIa inh mix	DUSP1 inh	JNK3 inh	Hsp90 block	Abs 340nm	Cdc25B block	MMP-13 inhibitor	AP complement
CN1CCN(c2ccc(NC(=O)c3ccccc3Br)cc2)CC1	8	-2	-12	-9	4	1.1	-10	2	22
O=C(N1CCCCC1)N1CCN(C(=O)N(c2ccccc2)c2ccccc2)CC1	4	18	7	-7	-2	1	-15	1	3
O=C(c1ccco1)N1CCN(Cc2ccc(Cl)cc2)CC1	4	-12	5	1	3	1.1	-11	-2	9
O=C(COc1ccc(Br)cc1)OCc1nnc(-c2ccccc2)o1	2	9	12	-2	-1	1.1	6	1	17
Cc1cc(NC(=O)CSc2nnc(COc3ccccc3)o2)no1	-1	8	11	14	2	1	-7	6	19
Cc1n[nH]c(C)c1S(=O)(=O)N1CCCC(C(=O)NCC2COc3ccccc3O2)C1 (stereo not given)	-3	9	3	-2	3	0.99	1	-1	7
CCCc1cc(=O)oc2c(C)c3occ(C)c3cc12	-19	-9	3	-6	0	1	-10	-8	6
CNC(=O)CCn1nc(-c2ccc(Cl)cc2)c2ccccc2c1=O	5	1	2	2	-4	1.1	0	-2	14
O=C(Cc1ccccc1)Nc1c(C(=O)N2CCOCC2)cnn1-c1ccccc1	12	-3	21	-3	2	1	6	7	-1
Cc1ccc(-c2nc(CSCC(=O)N3CCCC3)c(C)o2)cc1	.	.	-4	-3	-4	1	-11	0	.
Cc1cc(C)c(S(=O)(=O)NCC2CCC(C(=O)NCCCN3CCOCC3)CC2)c(C)c1 (stereo not given)	-14	3	9	.	.	1	-8	2	9
Clc1ccc(-c2nnc(-c3ccc(Br)o3)o2)c(Cl)c1	2	0	5	-1	-2	1	4	-20	12
Cc1sc(NC(=O)c2ccco2)c(CN2CCCCC2)c1C	6	6	-14	1	3	1	-5	3	-5
CCCCn1c(CNC(C)=O)nc2ccccc21	-14	2	11	2	-3	1	1	3	15
Cc1nc2cc(NC(=O)N3CC4(C)CC3CC(C)(C)C4)ccc2n1C (stereo not given)	0	5	2	4	-3	1	-16	0	-4
Cc1cc(S(=O)(=O)N2CCCC2)c(C)s1	11	1	5	-5	-2	1	-6	3	8
CCOc1cc(NC(=O)c2ccco2)c(OCC)cc1NC(=O)COc1ccccc1	8	8	-7	4	-2	1.1	2	-4	-5
Cc1ccc(S(=O)(=O)N2CCCC2C(=O)Oc2ccccc2)cc1 (stereo not given)	1	-6	-3	5	-3	0.96	-13	-29	16
CCn1c(CNc2cccc(Cl)c2)nnc1SCc1ccccc1	8	6	6	5	4	1	-8	1	9
O=C(NCc1ccccn1)C1CCCN(S(=O)(=O)c2ccc(Br)cc2)C1 (stereo not given)	-8	9	24	-5	-6	1	-18	5	16
O=C(O)CCC(=O)c1cccc2ccccc12	2	8	-3	-3	-4	1.1	-8	1	-3
Cc1ccc(N(CC(=O)NC2CCC(C)CC2)S(=O)(=O)c2cccnc2)cc1 (stereo not given)	4	-13	29	-3	-1	1	-5	2	5
COc1ccc(-n2c(Cc3cccn3C)nnc2SCC(=O)Nc2ccc(C)cc2)cc1	-18	6	20	3	-2	1	-11	9	30
Cc1cc(Nc2cc(C(=O)O)ccc2C)n2ncnc2n1	10	-7	0	-1	0	1	-2	4	7
COc1ccc(C(=O)NC(C)c2nc3ccccc3n2C)cc1OC (stereo not given)	35	6	-1	.	.	1.1	0	5	10
CN(C)CCN1C(=O)C(=O)/C(=C(/O)c2ccc(OCc3ccccc3)cc2)C1c1ccncc1 (stereo not given)	5	8	18	1	-2	1	4	4	-6
CCn1nc(NC(=O)c2ccco2)c2cc3ccc(C)cc3nc21	-17	-3	-2	-1	-4	1.1	0	-23	-2
Cc1cnnc2c1-c1no[n+]([O-])c1CC2	-1	1	-2	4	-1	1.1	-6	0	-6
CCNc1nc(SCc2ccccc2)nc(N2CCOCC2)n1	7	0	11	6	1	1.1	-2	-5	-18
COc1ccc(NS(=O)(=O)c2c(C)n(C)c(=O)n(C)c2=O)cc1OC	16	-33	-2	-3	7	1	-4	7	9
COC(=O)c1cc(OC)c(OC)cc1NC(=O)Nc1ccccc1OC	7	-4	-19	0	8	1	-9	-38	12
CS(=O)(=O)N1CCN(c2ccc(NC(=O)c3ccc(Br)o3)cc2)CC1	-12	6	14	-15	-1	1.1	0	2	11
Nn1cnn(Cc2ccccc2)c1=S	10	9	-16	-3	-4	0.99	10	0	19
CCC(=O)Nc1sc2c(c1C(N)=O)CCC2	6	7	3	.	.	1.1	-11	-3	18
CCc1ccc(C2C(C(C)=O)=C(C(=O)OC)Nc3nnnn32)cc1 (stereo not given)	2	5	-16	.	3	1.1	1	-2	20
Cc1ccc(-c2nnc(N3CCN(c4ccccn4)CC3)c3ccccc23)cc1	9	18	-3	-4	1	1.1	-19	2	-10
CCOc1ccc(-c2cc(C(=O)N3CCN(c4ccccn4)CC3)c3ccccc3n2)cc1	12	-13	5	-5	-3	0.98	-17	-11	-2
O=C(NC1CCCCC1)N1CCC(c2nc3ccc(Cl)cc3[nH]2)CC1	5	-4	0	-3	-5	1	-14	0	29
COc1ccc(CCN2C(=O)CC(NCc3ccc4c(c3)OCO4)C2=O)cc1OC (stereo not given)	-16	4	2	0	-2	1	-13	-1	-4
C=C(C)COc1ccc2c3c(c(=O)oc2c1OCC(=C)C)CCC3	3	2	-2	5	2	1.1	-4	-9	2

An excerpt of these results, in markdown:
| SMILES | FXIIa inh mix | FXIa inh mix | DUSP1 inh | JNK3 inh | Hsp90 block | Abs 340nm | Cdc25B block | MMP-13 inhibitor | AP complement |
| --- | --- | --- | --- | --- | --- | --- | --- | --- | --- |
| CCNc1nc(SCc2ccccc2)nc(N2CCOCC2)n1 | 7 | 0 | 11 | 6 | 1 | 1.1 | -2 | -5 | -18 |
| COc1ccc(NS(=O)(=O)c2c(C)n(C)c(=O)n(C)c2=O)cc1OC | 16 | -33 | -2 | -3 | 7 | 1 | -4 | 7 | 9 |
| COC(=O)c1cc(OC)c(OC)cc1NC(=O)Nc1ccccc1OC | 7 | -4 | -19 | 0 | 8 | 1 | -9 | -38 | 12 |
| CS(=O)(=O)N1CCN(c2ccc(NC(=O)c3ccc(Br)o3)cc2)CC1 | -12 | 6 | 14 | -15 | -1 | 1.1 | 0 | 2 | 11 |
| Nn1cnn(Cc2ccccc2)c1=S | 10 | 9 | -16 | -3 | -4 | 0.99 | 10 | 0 | 19 |
| CCC(=O)Nc1sc2c(c1C(N)=O)CCC2 | 6 | 7 | 3 | . | . | 1.1 | -11 | -3 | 18 |

The results go on:
SMILES	FXIIa inh mix	FXIa inh mix	DUSP1 inh	JNK3 inh	Hsp90 block	Abs 340nm	Cdc25B block	MMP-13 inhibitor	AP complement
CCOC(=O)c1ccc(CSc2nncn2N)o1	1	22	15	.	.	1	-16	.	12
C=CCn1c(=N)n(CC(=O)OCC)c2ccccc21	-3	9	0	3	0	1	7	2	13
CC1(C)OC(=O)C(=CNC(Cc2c[nH]c3ccccc23)C(=O)O)C(=O)O1 (stereo not given)	1	4	-15	6	0	1	-17	2	5
COc1ccc(Cl)cc1N(CC(=O)N1CCC(C)CC1)S(C)(=O)=O	-1	2	6	.	.	1.1	-6	2	16
Cc1c(C(=O)NCc2ccccc2)oc2c1C(=O)CCC2	1	-7	-13	-1	-3	0.97	-12	2	-4
Cc1cc(C(F)(F)F)nn1CC(=O)NCC1CCCO1 (stereo not given)	.	.	-10	-4	0	1	-26	-4	.
COc1ccc(-c2nc3ccccc3c(=O)n2CCN2CCOCC2)cc1	4	3	5	-4	0	1	-8	2	19
O=C(O)c1cc(S(=O)(=O)Nc2ccccc2C(=O)O)ccc1O	0	5	9	.	.	1	1	.	9
COc1cc(NS(=O)(=O)c2ccc(NC(=O)NC3CCCCC3)cc2)nc(OC)n1	7	-2	-6	7	-5	1	1	7	6
Cc1ccc(Nc2nnns2)cc1C	2	6	2	6	-5	1	5	1	-8
Cc1ccccc1-c1nc(CN2CCC(C(=O)NCc3cccnc3)CC2)c(C)o1	1	-1	13	-3	-3	0.99	-6	-1	3
O=C(Oc1cccc2cccnc12)c1ccc2c(c1)OCCO2	-5	-2	-5	2	-8	1	-8	2	16
C=CCn1cc(C(=O)NCCCOC)c(=O)c2cc(S(=O)(=O)N3CCC(C)CC3)ccc21	-5	8	20	8	0	1.1	-10	-5	23
O=C(CN1CCN(Cc2ccc(F)cc2)C1=O)NCc1cccs1	-14	7	4	1	-3	1	-9	-4	14
O=C1CC(c2cccc(Cl)c2)Cc2nc(N3CCOCC3)ncc21 (stereo not given)	34	10	28	5	-1	1.1	0	2	2
CCOc1cc2[nH]c(=S)n(CCCOC)c(=O)c2cc1OCC	4	2	-13	.	-1	1.1	-19	3	11
COc1ccc(C(=O)N2CCN(C(=O)c3cc(OC)c(OC)c(OC)c3)CC2)cc1	0	-5	-12	6	-6	1	-2	-20	1
COc1ccc(C(=O)Nn2cnc3scc(-c4cccs4)c3c2=O)c(O)c1	-4	0	-1	0	-4	1	8	-1	-6
CCSc1nc2c(c(=O)[nH]c(=O)n2C)n1C/C=C(/C)Cl	8	-6	1	2	-1	1	-3	2	-29
CN(Cc1cc(=O)[nH]c2ccccc12)C(=O)c1ccccc1	8	7	-33	9	-5	0.99	-11	2	21
COc1ccc(Cl)cc1S(=O)(=O)n1cnc2ccccc21	3	1	-1	-8	2	1	-9	-4	-3
CCOC(=O)C(C(=O)OCC)C(=O)c1cc(OC)c(OC)c(OC)c1	4	6	-3	-6	-1	1	-9	0	25
CN(CCC#N)C(=O)COC(=O)c1ccc(Cl)c(S(N)(=O)=O)c1	8	11	-7	-1	-3	0.99	-6	-2	0
CCOC(=O)c1cc(-c2cccs2)nc2onc(C)c12	3	-37	-1	4	-1	1	-4	-222[fluorescence artefact?]	17
O=C(O)CCCC(=O)Nc1ccc(Cl)c(Cl)c1	16	3	3	6	-4	1	-9	0	5
Cn1c(=O)c2nc(Cl)n(Cc3ccc(Cl)cc3Cl)c2n(C)c1=O	11	7	-4	2	0	0.97	7	2	2
O=C(NCc1cccnc1)C1CCCN(S(=O)(=O)c2ccccc2)C1 (stereo not given)	10	-9	-8	1	-6	1	-4	2	-6
COc1ccc(Oc2c(-c3ccc(O)cc3O)n[nH]c2C)cc1	5	9	22	2	18	1	-3	3	6
O=C(NCC1COc2ccccc2O1)c1ccc(Cl)cc1 (stereo not given)	-19	5	-19	3	0	1	-6	2	-33
COc1ccc2c(Cl)c(-c3nnco3)sc2c1	-9	11	20	4	-2	1.1	2	4	9
CCOC(=O)c1ccccc1NCN1C(=O)CSC1=O	2	0	-1	7	1	1.1	-8	-3	11
CC1Cc2ccccc2N1C(=O)CCNS(=O)(=O)c1ccc2c(c1)CCC(=O)N2 (stereo not given)	13	10	3	-2	2	1	1	-2	16
O=C(NCc1ccco1)c1ccc(S(=O)(=O)N2CCCc3ccccc32)cc1	-7	-15	-21	0	3	1	-4	0	-7
COCCNC(=O)COc1ccc(Nc2ccccc2)cc1	4	10	5	.	.	1	-6	1	12
CCOC(=O)Cc1nnc(NC(=O)c2ccccc2OCC)s1	1	8	3	.	-2	1	-7	.	7
COC(=O)c1cc(Cl)c(NC(=O)c2ccco2)cc1OC	9	8	5	-6	-2	1	-6	5	13
Cc1cc(C)nc(Nc2nc(=O)c3ccccc3s2)n1	11	7	4	4	26	1.1	-3	-2	11
COC(=O)C1=C(N)Oc2cc(C)n(C)c(=O)c2C1c1ccc(Cl)c(Cl)c1 (stereo not given)	8	-1	-19	1	3	0.98	-7	0	14
